NCI-60 one-dose screen, 48 h, at 10 µM unless noted. Numbers give growth in % (100 = growth as untreated, 0 = no growth, -100 = all killed).
SF-539: SF-539 CNS cancer; AID 1794752; hit rate 6.8% among 81,000
U251: U251 CNS tumor cells | hit rate 5.4% among 80,000 | AID 1794753
DU-145: DU-145 prostate cancer; hit rate 4.2% among 81,000
PC-3: PC-3 prostate cancer cells | hit rate 3.9% among 80,000
SF-268: SF-268 CNS cancer cells | hit rate 3.1% among 82,000 | AID 1794759
SNB-19: SNB-19 CNS cancer cells; hit rate 2.5% among 81,000
SF-295: SF-295 CNS cancer cells; hit rate 5.6% among 79,000
OVCAR-8: OVCAR-8 ovarian cancer. hit rate 4.4% among 81,000
Numbers without * were called inactive; nt = no result given; & = joins results of further samples. How the source made its calls: active means growth percent below 10; inactive means the rest. Not a hit list. Share with any hit: about 9.2%.

SMILES | SF-539 | U251 | DU-145 | PC-3 | SF-268 | SNB-19 | SF-295 | OVCAR-8
COc1cc(-c2nn(C(=O)NCCN3CCOCC3)cc2-c2ccncc2)ccc1Cl | 109 | 102 | 107 | 102 | 106 | 101 | 99 | 100
N/C(=N\C(N)=N\c1nc2ccccc2s1)c1cccc(Cl)c1 | 99 | 48 | 90 | 45 | 84 | 97 | 12 | 71
N#CC1=C(N)Oc2c(c(=O)[nH]c3ccc(Cl)cc23)C12C(=O)c1ccccc1C2=O | 92 | 99 | 106 | 92 | 92 | 92 | 104 | 102
Cc1cc(Cl)ccc1NC(=O)Nc1ccc(-c2ccc3c(c2)NC(=O)/C3=C\c2ccc[nH]2)cc1 | 92 | 103 | 96 | 104 | 109 | 95 | 105 | 104
CCCSC(=O)c1ccccc1 | 106 | 102 | 115 | 106 | 108 | 108 | 100 | 103
CCC(C)C(NC(=O)C(Cc1cnc[nH]1)N(C(=O)OCc1ccccc1)C(=O)OCc1ccccc1)C(=O)OCc1ccccc1 (stereo unspecified) | 107 | 102 | 106 | 90 | 101 | 99 | 102 | 106
O=C(Nc1ccc(Cl)cc1)Nc1cc(=O)[nH]c(SCC(=O)N2CCN(c3cc4c(cc3F)c(=O)c(C(=O)O)cn4C3CC3)CC2)n1 | 101 | 93 | 109 | 95 | 100 | 91 | 95 | 93
O=C1/C(=C\c2cccc([N+](=O)[O-])c2)Sc2ccc(Cl)cc21 | 98 | 87 | 104 | 89 | 93 | 106 | 103 | 99
CCCCCCCCCCCCN1CCS(=O)(=O)CC1 | 97 | 95 | 107 | 86 | 105 | 95 | 104 | 94
CC12CCC(CC1O)C2C(=O)O (stereo unspecified) | 111 | 102 | 97 | 106 | 95 | 94 | 109 | 102
Nc1nc(-c2ccccc2)c(N=Nc2ccccc2Cl)s1 | 84 | 73 | 100 | 78 | 84 | 100 | 105 | 94
CCOC(=O)C1=C(C)N=C2Sc3cccc(Cl)c3N2C1c1ccccn1 (stereo unspecified) | 93 | 87 | 111 | 71 | 103 | 97 | 101 | 85
CS(=O)(=O)c1ccc(N2N=C(c3ccc(Oc4ccccc4)cc3)CCC2=O)cc1 | 85 | nt | 89 | 71 | 91 | 87 | 29 | 90
CCOC(=O)c1cc2ccccc2[nH]1 | 93 | 95 | 113 | 89 | 98 | 106 | 94 | 98
CCC(=O)Nc1ccc(-c2nc(-c3cccc(OC)c3)c(-c3ccnc(Br)c3)[nH]2)cc1 | 51 | 53 | 71 | 39 | 76 | 68 | 16 | 58
Nc1ccccc1SCCO | 105 | 52 | 108 | 97 | 100 | 117 | 101 | 108
C=C1C(=O)O[C@H]2[C@H]1CC/C(COC(=O)N1CCC[C@H]1C(=O)Nc1ccc(OC)c(C(N)=O)c1O)=C\CC[C@@]1(C)O[C@@H]21 | -4.1* | 52 | 39 | 74 | 55 | 61 | 90 | 44
CC1=C(C)C(=O)C(Nc2ccc3c(c2)OCCO3)=C(Br)C1=O | 105 | 103 | 107 | 86 | 98 | 98 | 95 | 100
COc1ccc(-c2c(C#N)c(=O)oc3c2c(N)nn3-c2ccccc2)cc1 | 100 | 89 | 112 | 96 | 104 | 95 | 106 | 97
Cc1cc(N=Nc2ccc(C)c(N=Nc3cc(C)c(N)cc3N)c2)c(N)cc1N | 100&88 | 87&97 | 91&107 | 65 | 81&99 | 91&98 | 66&99 | 102&99
COC(=O)C1(C)Cc2cc(OC(C)=O)c(OC(C)=O)cc2N1 (stereo unspecified) | 91 | 82 | 104 | 65 | 88 | 105 | 121 | 85
C=CCN1C(=O)C2(c3ccccc31)N(C)CC(c1ccc([N+](=O)[O-])cc1)C21SC2=NC3C(NN2C1=O)N(CC)C(=O)N3CC (stereo unspecified) | 103 | 103 | 101 | 93 | 95 | 103 | 104 | 102
CCC(C)[C@H]1O[C@]2(CC[C@@H]1C)C[C@@H]1C[C@@H](C/C=C(\C)[C@@H](OC3C[C@H](OC)C(O[C@H]4C[C@H](OC)[C@@H](O)[C@H](C)O4)[C@H](C)O3)[C@@H](C)/C=C/C=C3\CO[C@@H]4[C@H](O)C(C)=C[C@@H](C(=O)O1)[C@]34O)O2 (stereo partly specified) | -15* | 32 | 22 | 1.5* | 25 | 33 | -37* | 42
CCOc1ccc2nc(-n3c(=O)c4cccnc4n(-c4ccc(Cl)cc4)c3=O)sc2c1 | 101 | 103 | 94 | 99 | 116 | 105 | 117 | 103
Oc1[nH]c2ccccc2c1/C=c1/ccc2c(c1)N=C(c1cccs1)N=2 | 80 | 66 | 67 | 52 | nt | 73 | 59 | 58
CC(=O)OC[C@]12CC[C@@H](C)[C@H](C)[C@H]1[C@]13O[C@H](/C1=N\O)[C@@H]1[C@@]4(C)CCCNC(C)(C)[C@@H]4CC[C@@]1(C)[C@]3(C)CC2 | 90 | 74 | 82 | 50 | 78 | 86 | 100 | 90
BrCC1OCC2(CCCCC2)O1 (stereo unspecified) | 112 | nt | 113 | 95 | 112 | 101 | 71 | 102
CC(C)=C[C@@H]1CC2Cc3ccccc3N1O2 (stereo partly specified) | 111 | 100 | 110 | nt | 101 | 104 | 109 | 101
CC[C@@H](C)/C=C(C)/C=C/C(=O)c1c(O)c(-c2ccc(OC(=O)[C@@]34CC[C@@](C)(C(=O)O3)C4(C)C)cc2)c[nH]c1=O | 97 | 79 | 76 | 67 | 64 | 88 | 108 | 80
O=C(N/N=C\c1ccc(Cl)cc1Cl)c1ccc2nc(-c3ccc([N+](=O)[O-])cc3)[nH]c2c1 | 87 | 103 | 105 | 92 | 101 | 105 | 104 | 97
CCCCCCCCCc1ccc(OC(=O)CCl)cc1 | 107 | 96 | 103 | 97 | 95 | 110 | 112 | 100
O=C1/C(=C/c2cccc(Cl)c2)Cc2ccccc21 | 109 | nt | 103 | 87 | 107 | nt | 56 | 90
COC(=O)/C(=C\c1c(-c2ccccc2)[nH]c2ccccc12)S(C)(=O)=O | 4.7* | 26 | -5.1* | 26 | 27 | 38 | 32 | 37
COc1ccc2nc(NC(=O)Nc3c(F)cccc3F)sc2c1 | 104 | 95 | 105 | 95 | 109 | 97 | 102 | 99
CCn1c(=O)c(C(=O)NCCCO)c(O)c2ccccc21 | 97 | 98 | 122 | 101 | 94 | 102 | 110 | 103
CCOC(=O)c1c[nH]c2ccc([N+](=O)[O-])cc2c1=O | 104 | 113 | 109 | 99 | 101 | 96 | 102 | 103
COc1ccc2[nH]cc(-c3nc(N)nnc3-c3cncc(Br)c3)c2c1 | 88 | 89 | 109 | 114 | 104 | 74 | 94 | 99
CCC(=O)Oc1ccc(/C(=C(/CC)c2ccccc2)c2ccc(OCCCN(C)C)cc2)cc1 | 101 | 92 | 105 | 95 | 106 | 105 | 106 | 106
O=S1SC(c2ccccc2)=NN1c1cc(F)cc(F)c1 (stereo unspecified) | 61 | 20 | 57 | 13 | 54 | 50 | 52 | 35
NC(N)=NCCCCNC(=O)C1=NOC2(C=C(Br)C(=O)C(Br)=C2)C1 | 102 | 108 | 108 | 101 | 95 | 102 | 108 | 114
COc1ccc(C2=NN(C(C)=O)C(c3cn(-c4cccc(Cl)c4)nc3-c3ccc(OC)cc3)C2)cc1 (stereo unspecified) | 104 | 94 | 110 | 83 | 103 | 92 | 101 | 95
CCCN1C(=O)N(CCC)C2C1NC(=S)N2/N=C/C=C/c1ccccc1OC (stereo unspecified) | -31* | 12 | 14 | 29 | 63 | 25 | 11 | 12
COc1cc(/C=N\NC(=O)C[N+](C)(C)C)ccc1O | 105 | 99 | 106 | 97 | 107 | 106 | 106 | 101
O=C(NC(=S)Nc1cc(-c2ccc(Cl)cc2)[nH]n1)c1cccs1 | 93 | 96 | 83 | 94 | 101 | 99 | 91 | 82
CCN1C(=O)N(CC)C2C1NN=c1s/c(=C3\C(=O)N(C)c4ccccc43)c(=O)n12 (stereo unspecified) | -25* | 35 | 12 | 35 | 71 | 37 | 7.0* | 38
S=c1[nH]nc(-c2ccncc2)n1-c1ccc(Cl)cc1 | 97 | 100 | 103 | 97 | 103 | 99 | 109 | 107
Clc1ccc(OCc2nnc(-c3ccccc3)o2)c(Cl)c1 | 100 | 95 | 112 | 81 | 104 | 103 | 105 | 92
CC(C)C(C)(NS(=O)(=O)c1ccccc1)C(=O)O (stereo unspecified) | 95 | 101 | 104 | 95 | 94 | 100 | 92 | 105
Cc1ccc(C(c2c(O)c3ccccc3[nH]c2=O)c2c(O)c3ccccc3[nH]c2=O)cc1 | 99 | 95 | 100 | 99 | 95 | 101 | 96 | 104
C=CCn1cc(COc2cccnc2NC(=O)c2ccccc2)nn1 | 103 | 103 | 102 | 100 | 94 | 96 | 93 | 108

A draw from above in order of number of heavy atoms, descending.
SMILES | SF-539 | U251 | DU-145 | PC-3 | SF-268 | SNB-19 | SF-295 | OVCAR-8
CCC(C)C(NC(=O)C(Cc1cnc[nH]1)N(C(=O)OCc1ccccc1)C(=O)OCc1ccccc1)C(=O)OCc1ccccc1 (stereo unspecified) | 107 | 102 | 106 | 90 | 101 | 99 | 102 | 106
CCOc1ccc2nc(-n3c(=O)c4cccnc4n(-c4ccc(Cl)cc4)c3=O)sc2c1 | 101 | 103 | 94 | 99 | 116 | 105 | 117 | 103
N/C(=N\C(N)=N\c1nc2ccccc2s1)c1cccc(Cl)c1 | 99 | 48 | 90 | 45 | 84 | 97 | 12 | 71
O=C1/C(=C/c2cccc(Cl)c2)Cc2ccccc21 | 109 | nt | 103 | 87 | 107 | nt | 56 | 90
CCOC(=O)c1cc2ccccc2[nH]1 | 93 | 95 | 113 | 89 | 98 | 106 | 94 | 98

The results go on:
SMILES | SF-539 | U251 | DU-145 | PC-3 | SF-268 | SNB-19 | SF-295 | OVCAR-8
CCC(=O)Oc1ccc(C(C)(C)C)cc1 | 106 | 101 | 103 | 93 | 101 | 112 | 104 | 102
CC(O)C(O)C(O)C(O)CO (stereo unspecified) | 99 | 95 | 111 | 93 | 102 | 99 | 96 | 98
COc1ccc(-c2nc3c4cc(-c5ccc(OC)cc5)oc4ncn3n2)cc1 | 97 | 95 | 102 | 105 | 95 | 96 | 101 | 100
O=C(CSc1nc2ccccc2c(=O)[nH]1)NNC(=O)c1ccccc1Br | 95 | 93 | 107 | 127 | 103 | 91 | 101 | 97
O=C(CNc1ccc(F)cc1)Nc1ncc(Cc2ccc(Cl)cc2)s1 | 85 | 83 | 66 | 60 | 76 | 96 | 56 | 86
NS(=O)(=O)c1ccc(NC(=O)c2ccoc2COc2ccccc2)cc1 | 91 | 94 | 107 | 87 | 98 | 91 | 99 | 99
COc1cccc2c1OC1(CCN(C)CC1)N1N=C(c3ccco3)CC21 (stereo unspecified) | 105 | 97 | 107 | nt | 97 | 100 | 100 | 102
CCOC(=O)N1CCc2c(sc3ncnc(OCc4cn(CC(=O)Nc5ccc(C)cc5)nn4)c23)C1 | 99 | 91 | 114 | 85 | 98 | 95 | 106 | 84
COc1c2ccoc2c(OC)c2oc(=O)ccc12 | 119 | 43 | 111 | 94 | 108 | 101 | 104 | nt
CC(=O)Nc1ccccc1-c1ccccc1[N+](=O)[O-] | 107 | 104 | 114 | 101 | 104 | 94 | 119 | 113

Next section, overlapping the part above by 2 compounds.
SMILES | SF-539 | U251 | DU-145 | PC-3 | SF-268 | SNB-19 | SF-295 | OVCAR-8
COc1c2ccoc2c(OC)c2oc(=O)ccc12 | 119 | 43 | 111 | 94 | 108 | 101 | 104 | nt
CC(=O)Nc1ccccc1-c1ccccc1[N+](=O)[O-] | 107 | 104 | 114 | 101 | 104 | 94 | 119 | 113
CC(=O)OC(c1ccccc1)C(OC(C)=O)c1ccccc1 (stereo unspecified) | 104 | 99 | 112 | 98 | 108 | 99 | nt | 98
CCSc1nnc(-c2cnn3c2NC(c2ccccc2)C3)n1-c1ccccc1F (stereo unspecified) | 90 | 96 | 95 | 93 | 82 | 93 | 93 | 97
COc1ccc2nc3cc(Cl)ccc3c(N3CCN(c4ccnc(N5CCOCC5)n4)CC3)c2c1 | nt | 64 | 24 | 67 | 45 | 96 | 89 | 59
COc1cc(-c2noc(C[C@H](CC(C)C)NC(=O)OCc3ccccc3)n2)cc(OC)c1OC | 98 | 94 | 103 | 83 | 92 | 86 | 95 | 96
COc1ccc(-c2c(-c3nc4ccccc4s3)c(N)nc3c(C(N)=O)c(Nc4ccc(Cl)cc4)nn23)cc1 | 97 | 104 | 113 | 93 | 102 | 99 | 101 | 107
O=C1/C(=C/c2cc3ccccc3[nH]c2=O)CCC/C1=C\c1cc2ccccc2[nH]c1=O | nt | 87 | 106 | 91 | 94 | 86 | 102 | 70
O=S(=O)(Nc1ccccn1)c1ccc(NC2Nc3nc4ccccc4nc3S2)cc1 (stereo unspecified) | 95 | 99 | 113 | 100 | 102 | 97 | 102 | 103
CN(C)c1nc2c([nH]1)c(=O)n(C)c(=O)n2C | 107 | 93 | 116 | 92 | 105 | 111 | 104 | 97
CC(C)NCC(O)COc1ccc(CCOCC2CC2)cc1 (stereo unspecified) | 107 | 99 | 111 | 80 | 108 | 106 | 108 | 93
COc1cccc(-n2nc(C(=O)Nc3ccccc3)nc2-c2cc(OC)c(OC)c(OC)c2)c1 | 94 | 94 | 104 | 90 | 89 | 102 | 92 | 101
CN(C)c1ccc(-c2conc2-n2nc(-c3ccccc3)nc2-c2ccccc2)cc1 | 94 | 103 | 112 | 92 | 105 | 113 | 108 | 98
